Source: PubChem BioAssay (Broad Institute)
miR-122 sensor: blocks miR-122 activity in Huh7 sensor cells | Huh7 miR-122 Renilla luciferase sensor, 48 h; neutral wells = 0, positive control = 100 | activation (reporter increase), % at 12.5 µM | hit rate 0.3% among 340,000 | AID 602342;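 active = mean replicate activation score at least 90 and every replicate individually at or above 90; inconclusive = only one of the two criteria met; inactive = neither criterion met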;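 also: higher luciferase means less miR-122 activity so hits act as miR-122 inhibitors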
PAX8 reporter: lowers PAX8-driven luciferase in RMG-I cells | RMG-I TPO-luciferase reporter, SteadyGlo, 24 h | inhibition, % at 12.6 µM | hit rate 1.2% among 360,000;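 active = mean replicate inhibition at least 60% with every replicate also reaching 60%; inconclusive = only one of the two criteria is met; inactive = mean below 60% and not all replicates reaching 60%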;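 also: luciferase light reporting Pax8 driven TPO promoter activity; plate controls were median of neutral control wells for no effect and mitoxantrone controls for full effect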
EWS-Fli block: blocks EWS/Fli oncoprotein-driven transcription | A673 NR0B1-luciferase reporter, viability-normalised | inhibition, % at 12.6 µM | hit rate 0.67% among 350,000 | AID 651661;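 active = mean inhibition of at least 50% after viability correction, with every replicate also passing that limit; inconclusive = mean reaches 50% but only one of two replicates passes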;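 also: firefly luciferase signal divided by Alamar Blue viability fluorescence both relative to DMSO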
GSIS activator: primary screen for activators of insulin secretion dependent on glucose, INS-1E cells, GLuc reporter luminescence | INS-1E GLuc reporter insulin secretion, 2-3 h | activation, % at 16.6 µM | hit rate 0.61% among 370,000;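 active = lowest replicate activation of at least 40%, so every replicate reaches that level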;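 also: 0% = median of neutral control wells and 100% = median of IBMX positive control wells; some compounds called inactive have numbers as strong as hits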
DENV2 CPE: DENV2-induced cell death inhibition; DENV2-infected cells, cytopathic effect rescue, plate reader; CPE inhibition, % at 9.99 µM; hit rate 1.7% among 350,000; AID 651640; in the data active = CPE inhibition above about 20%, passing the limit was not always enough; inconclusive = no clear call, values can overlap the other calls; tested in BHK-21 cells;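 also: 0% = median of neutral control wells and 100% = median of positive control wells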
FN deposit inh: fibronectin deposition inhibition. AH1F fibroblasts, Alexa488-fibronectin deposition fluorescence, overnight. hit rate 0.086% among 350,000. inhibition, % at 12.6 µM. AID 743247;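 active = mean inhibition across replicates of 30% or more, regardless of how many single replicates reach that level; inconclusive = mean under 30% yet at least half of replicates reach 30%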;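 also: positive control wells lacked labelled fibronectin entirely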
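test system = AH1F fibroblasts assembling fluorescent fibronectin matrix | quantity = 10000 AH1F cells per well | buffer or medium = DMEM plus 2% serum, read in PBS | doses = single dose, pinned | incubation = 1 h cell attachment, overnight exposure to compound and label | detection = fluorescence at 485 nm excitation, 525 nm emission | read-out basis = inhibition from reduced deposited-fibronectin fluorescence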
F508del corr: CFTR F508del correction in bronchial cells; AID 720511; hit rate 0.36% among 350,000; activity (quench increase), % at 7.58 µM; CFBE cells, YFP halide quenching; stimulated with forskolin plus potentiator P3; % fluorescence drop versus neutral controls;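 active = mean added fluorescence quench of at least 8% versus neutral control, with both replicates also reaching 8%; inconclusive = only one of the mean or replicate conditions met; inactive = mean below 8% and not both replicates reaching 8%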;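 also: cells transiently co-express mutant CFTR-F508del with the halide-sensitive YFP; corrector assay measuring rescue of mutant channel to the surface after 24 h compound exposure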
* marks the source's active call; other numbers are inactive results; ? = inconclusive; . = not tested or not shown; & = joins results of further samples; [ ] = remark or other dose.

SMILES | miR-122 sensor | PAX8 reporter | EWS-Fli block | GSIS activator | DENV2 CPE | FN deposit inh | F508del corr
COc1cccc(CN(C)C(=O)c2ccc(N3CCCC3)c([N+](=O)[O-])c2)c1 | . | -3 | 2 | -21 | 4 | -4 | 0.8
CCOC(=O)N1CCN(CC(O)COc2c(C)cc(C)cc2C)CC1 (stereo not given) | -3 | 0 | 4 | 6 | 3 | 7 | -1.2
CC(=O)N1c2ccc(S(=O)(=O)N3CCC(C(=O)Nc4cc(C)ccn4)CC3)cc2CC1C (stereo not given) | -8 | 6 | . | -4 | 5 | 1 | -2.6
Cc1ccc(SCC(=O)NNC(=O)CCS(=O)(=O)c2ccccc2)cc1 | -4 | 17 | 5 | 3 | -7 | -5 | 3.0
COC(=O)[C@H](C)NC(=O)Nc1cccc(Br)c1 | . | 3 | 2 | 0 | -3 | 19 | .
CCN(CC)CCNc1ccc(CO)c2sc3ccccc3c(=O)c12 | -24 | 20 | 21 | . | 4 | 9&-2 | 5.2
Cc1cc(C)c2c(-n3cccc3)c(C(=O)NNS(=O)(=O)c3ccc(F)cc3)sc2n1 | 10 | 14 | . | . | . | -4 | .
C[C@H](O)[C@@H]1C(=O)N2CCc3ccc(-c4ccccc4)cc3[C@@H]2C[C@@H]1N(C)C(=O)c1ccco1 | 4 | 18 | 7 | 6 | 3 | 12 | -1.3
C[C@H](CO)N1C[C@H](C)[C@H](CN(C)S(=O)(=O)c2ccc(C#N)cc2)Oc2ncc(-c3ccccc3)cc2C1=O | -1[16.7 µM] | 13 | 15 | -6 | 6 | -7 | 0.0
O=S(=O)(c1ccccc1)N1CC2(C1)[C@H](c1ccccc1)[C@@H](CO)N2CC1CCCC1 | . | 21 | -3 | 17 | -13 | . | -1.1
O=C(NCC1CC1)[C@@H]1C[C@H]1[C@@H](NP(=O)(c1ccccc1)c1ccccc1)c1ccccc1 | 11 | 30 | -5 | -13 | -5 | 6 | 1.6
Cc1nonc1OCCNCc1c(C(=O)N(C)C)nc2ccc(Cl)cn12 | 0 | -3 | 6 | -6 | 2 | 7 | 0.3
O=C(Cc1cccc(NC(=O)C2CCCN(C(=O)CCc3ccccc3)C2)c1)Nc1cccc(C(=O)N2CCOCC2)c1 (stereo not given) | 4 | 8 | 1 | 5 | 0 | 5 | -0.2
Cc1cc(SCC(=O)c2ccccc2)nc(SCC(=O)c2ccccc2)n1 | 0 | -13 | . | . | . | 3 | .
Cc1c(C(=O)NCCc2ccc(S(N)(=O)=O)cc2)cccc1[N+](=O)[O-] | -3 | -13 | 7 | 4 | -4 | 13 | -0.8
COc1ccc(C(C#N)=C2C=CC(=NO)C(C)=C2Cl)cc1 | . | 1 | 11 | . | -5 | . | -3.9
C[C@@H]1CCCCO[C@@H](CN(C)CC2CCCCC2)[C@H](C)CN([C@@H](C)CO)C(=O)c2cc(NC(=O)CCC(F)(F)F)ccc2O1 | -5[16.7 µM] | -10 | 1 | -1 | -6 | . | 0.4
O=C(C[C@@H]1C[C@@H]2c3cc(NC(=O)NC4CCCCC4)ccc3O[C@@H]2[C@H](CO)O1)NCc1ccncc1 | -5[16.7 µM] | -12 | 5 | 3 | 15 | 5 | -3.9
O=C(O)c1cc(C(=O)O)c(-c2ccccc2)c(C(=O)O)c1 | -5 | 2 | . | . | . | 6 | .
CC(C)COc1ccc(C(=O)OCC(=O)NCc2cccs2)cc1 | -11 | -3 | -5 | 9 | 1 | -12 | 1.9
O=C(CSCc1ccc(F)cc1)Nc1ccc(N2CCOCC2)cc1N1CCOCC1 | . | -2 | -5 | -10 | -8 | -1 | -0.1
CS(=O)(=O)n1nc(-c2cccnc2)nc1NCc1ccccc1 | . | 4 | 7 | 24 | -4 | 11 | -0.9
NC(=O)C1CCN(C(=O)CNC(=O)c2ccccc2)CC1 | -22 | -14 | -5 | 4 | 8 | -15 | -0.5
Cc1cccc(CCNC(=O)C2CCC(CNc3c(N4CCCC4)c(=O)c3=O)CC2)c1 (stereo not given) | -7 | 4 | 0 | . | 4 | -3 | 1.7
CCN(CC(=O)Nc1ccc(NC(C)=O)cc1)C(=O)Cc1cccc2ccccc12 | -4 | 13 | 0 | 4 | -6 | 3 | 0.2

The final 4 compounds of the section above lead into the next:
SMILES | miR-122 sensor | PAX8 reporter | EWS-Fli block | GSIS activator | DENV2 CPE | FN deposit inh | F508del corr
CS(=O)(=O)n1nc(-c2cccnc2)nc1NCc1ccccc1 | . | 4 | 7 | 24 | -4 | 11 | -0.9
NC(=O)C1CCN(C(=O)CNC(=O)c2ccccc2)CC1 | -22 | -14 | -5 | 4 | 8 | -15 | -0.5
Cc1cccc(CCNC(=O)C2CCC(CNc3c(N4CCCC4)c(=O)c3=O)CC2)c1 (stereo not given) | -7 | 4 | 0 | . | 4 | -3 | 1.7
CCN(CC(=O)Nc1ccc(NC(C)=O)cc1)C(=O)Cc1cccc2ccccc12 | -4 | 13 | 0 | 4 | -6 | 3 | 0.2
CCOC(=O)C1CCN(S(=O)(=O)c2ccc3c(c2)CC(C)N3C(=O)C2CC2)CC1 (stereo not given) | -5 | 1 | . | 8 | -2 | 7 | 3.9
CC(=O)Oc1ccc(C(=O)Nc2cccc(C(=O)c3ccc(C)c(C)c3)c2)cc1 | -3 | 11 | 4 | -1 | -3 | 2 | -0.3
O=C(O)CCS(=O)(=O)c1nc(-c2cccs2)cc(C(F)(F)F)n1 | -2 | . | -8 | -29 | 9 | . | 2.1
CN(C)C(=O)C[C@H]1C[C@@H]2c3cc(NC(=O)CC4CC4)ccc3O[C@@H]2[C@H](CO)O1 | 13[16.7 µM] | -18 | -1 | 6 | 16 | . | -2.3
CCNC(=O)C[C@@H]1CC[C@H](NC(=O)C2CCC2)[C@H](CO)O1 | . | . | -3 | 23 | 0 | -6 | 1.8
NNc1nc(Nc2ccccc2)nc(Nc2ccccc2)n1 | 1 | -8 | 6 | 19 | 15 | -14 | 2.8
Cc1ccc(Oc2nc(-c3ccccn3)nc3ccccc23)cc1 | -10 | -45 | 17 | 2 | 0 | 7 | -2.1
O=C1NC[C@@H](CCCCN2C[C@H](Cc3ccccc3)N(CCC3CCCCC3)C(=O)C2=O)N(CCc2ccccc2)C1=O | . | 23 | 5 | -40 | ? | 0 | -0.6
Cc1c([N+](=O)[O-])c(C(=O)Nc2ccc3c(c2)OCCO3)nn1C | 0 | . | . | 5 | . | -16 | .
O=[N+]([O-])c1ccc(Sc2nc3ccccc3o2)c([N+](=O)[O-])c1 | -1 | . | 63* | 56 | . | . | -2.1
Cc1cccc(Cn2c(Sc3nc(C)cs3)nc3c2c(=O)[nH]c(=O)n3C)c1 | -2 | -2 | . | . | . | 0 | .
Cc1ccc(S(=O)(=O)Nc2ccc3c(c2)CC(=O)N([C@@H](C)CO)C[C@@H](C)[C@@H](CN(C)Cc2ccc(C(=O)Nc4ccccc4N)cc2)O3)cc1 | 37[16.7 µM] | 0 | 49 | -12 | 3 | 1 | 0.7
CN(C)c1cccc(-c2csc(N3CCC(C(N)=O)CC3)n2)c1 | -4 | -268 | -80 | . | ? | -3 | -2.2
OCC[C@@H]1C[C@@H](O)[C@H](O)[C@]2(Cc3ccccc3O2)O1 | -3 | -2 | -2 | 13 | . | -4 | 1.6
CC1(C)Cc2c(cnn2-c2cccc(F)c2)C(NC(=O)c2ccc[n+]([O-])c2)C1 (stereo not given) | 5 | . | 1 | 20 | -8 | 5 | 2.9
COc1ccc(N2C(=O)/C(=C/c3ccc([N+](=O)[O-])cc3)N=C2C)c(OC)c1 | . | 3 | 4 | -4 | 12 | -7 | -3.7
O=C(C[C@@H]1CC[C@@H]2[C@H](COC[C@@H](O)CN2Cc2ccc(F)cc2)O1)NCCc1ccccc1 | -7[16.7 µM] | 7 | 9 | -20 | 28* | -4 | 0.2
CCCCNC(=O)c1cc2nc3c(c(C(F)(F)F)n2n1)CCc1ccccc1-3 | -6 | 7 | . | . | . | 0 | .
C[C@H](CO)N1C[C@H](C)[C@@H](CN(C)C(=O)Nc2cccc3ccccc23)Oc2ccc(NC(=O)Nc3ccc4c(c3)OCO4)cc2CC1=O | 15[16.7 µM] | 74* | 12 | -7 | 9 | -5 | 4.0
Cc1cc(N=Cc2c(O)n(-c3ccc4c(c3)OCO4)c(=O)c3ccccc23)ccn1 | 3 | 16 | . | 9 | . | 4 | .
CCC1CCCCN1C(=O)CSc1nc(N)c(NC(=O)c2ccco2)c(=O)[nH]1 (stereo not given) | -4 | -20 | 0 | -5 | 8 | -2 | 0.2
Cc1ccc(C(=O)c2c3ccc([N+](=O)[O-])cc3[n+]([O-])n2CCCN)cc1 | -9 | 9 | 4 | . | 21* | 3 | -4.4
O=C(c1cc([N+](=O)[O-])ccc1Cl)N1CCN(c2ccccn2)CC1 | 1 | -29 | -12 | -2 | -4 | -5 | 1.6
CCn1ncc(CN2CCN(Cc3cccc(OC)c3)C(CCO)C2)c1C (stereo not given) | . | -2 | 5 | 2 | -5 | 0 | -0.4
COc1ccc(S(=O)(=O)c2nnn(-c3cccc(OC)c3)c2N)cc1 | . | 6 | 8 | -6 | -2 | 6 | -2.4
(list continues)
SMILES | miR-122 sensor | PAX8 reporter | EWS-Fli block | GSIS activator | DENV2 CPE | FN deposit inh | F508del corr
COc1cc(/C=N/n2cnnc2)ccc1OC(=O)c1ccco1 | . | 11 | -9 | 8 | -6 | 2 | -0.2
COc1cccc(CNC(=O)c2csc3c2CCCC3)c1 | 3 | 6 | . | -13 | -6 | . | -5.2
CCN(CC)S(=O)(=O)c1cccc(NC(=O)CNC2CCCCCC2)c1 | 0 | 22 | 6 | -27 | 1 | 4 | -0.3
O=C(CC1CC1)N[C@@H]1C[C@@H]2O[C@@H](CO)CC[C@@H]2O[C@@H]1CCc1ccc(C#Cc2ccccc2)cc1 | . | -70 | -9 | . | 4 | . | 2.4
CC(C(=O)NCc1cccc(Cl)c1)N1C(=O)c2ccccc2C1=O (stereo not given) | -5 | -2 | -1 | -1 | -4 | 3 | -0.5
COC(c1ccccc1)c1nnc(CCC(=O)NC2CCCCC2)o1 (stereo not given) | . | -24 | -8 | -4 | 4 | . | 1.0
Cc1ccc(NC(=O)NC(=O)COc2ccccc2C(N)=O)c(C)c1 | 3 | -8 | -16 | 0 | -7 | 0 | -3.1
CCC1(CC)NC(=O)N(CC(=O)OCC(=O)Nc2ccc(F)c(F)c2F)C1=O | . | -5 | -1 | 0 | -7 | 1 | 0.6
Cc1ccc(NC(=O)c2cc(-c3cc(Cl)ccc3O)n[nH]2)cc1C | 5 | -5 | 0 | 10 | -8 | -4 | -2.2
C[C@H](CO)N1C[C@H](C)[C@@H](CN(C)S(=O)(=O)c2ccc(Cl)cc2)Oc2c(NC(=O)C3CCCCC3)cccc2C1=O | 27[16.7 µM] | 8 | 16 | -22 | ? | . | 0.1
COc1ccccc1NC(=O)N[C@H]1C=C[C@H](CC(=O)N[C@H](C)c2ccccc2)O[C@H]1CO | . | -5 | -3 | -6 | 16 | -15 | -1.3
CCOc1cc(/C=N/NC(=O)c2ccccn2)ccc1OC(=O)c1cccs1 | 2 | -15 | -23 | 5 | 2 | 5 | 1.9
C[C@H]1CN([C@@H](C)CO)C(=O)c2cccc(NC(=O)C3CCOCC3)c2O[C@H]1CN(C)CC1CC1 | 10[16.7 µM] | 1 | -5 | 11 | 6 | . | -0.5
CN(C)C(=O)c1cccc(-c2ccc3c(c2)[C@H]2[C@H](CCN2C(=O)c2ccc4c(c2)OCO4)[C@H](CO)N3)c1 | 19[16.7 µM] | 2 | 0 | 12 | . | -26 | -1.8
CSc1nc(-c2ccccc2)nc(C(C)C)n1 | -5 | -11 | -53 | 10 | . | 1 | 1.2
